CHO parental Ca: signal in parental CHO cells, OX1R antagonist counter-screen | parental CHO-K1, ATP-induced calcium, Fluo-8 fluorescence | inhibition, % at 5.6 µM | 330,000 compounds, 0.63% hits | AID 463079;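 active = inhibition above that plate's mean sample inhibition plus 3 SD, cut at about 26% in these data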;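 note: 0% = ATP-challenged DMSO wells and 100% = DMSO wells without ATP; some compounds past the cut are filed as inactive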
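Assay system: parental CHO cells; Read-out basis: percent inhibition of ATP-evoked calcium rise, normalized to controls; Benchmarks: ATP and no-ATP DMSO wells; Compound dosing: single nominal dose of 5.6 µM per compound; Signal: Fluo-8 calcium dye fluorescence; Also added: ATP as calcium-mobilizing challenge; Repeats: singlicate.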
CHO-K1 Ca antag: nonselective inhibitor or artifact in parental CHO-K1 cells. ATP-induced calcium, Fluo-8 fluorescence. inhibition, % at 3 µM. 360,000 compounds, 0.6% hits. AID 602250;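 active = inhibition above a per-plate cutoff, the plate's mean sample inhibition plus 3 SD, cut at about 24% in these data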;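 note: 0% = DMSO plus EC80 ATP and 100% = DMSO alone without ATP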
M1 PAM parental: M1 PAM counterscreen hit in parental CHO-K1 cells; ATP EC20, Fluo-8 calcium fluorescence; 0% at ATP EC20, 100% at ATP max; activation, % at 3 µM; 360,000 compounds, 0.02% hits; AID 602247;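 active = activation above the run cutoff, the mean activation of all test compounds plus 3 SD, cut at about 40% in these data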;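 note: peak over basal fluorescence ratio in a 140 s read after ATP addition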
TAAR1 agonist: agonists of human TAAR1; CHO RD-HGA16 TAAR1, Fluo-8 calcium fluorescence; vehicle wells 0%, saturating PEA agonist 100%; activation, % at 3 µM; 360,000 compounds, 0.99% hits;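 active = activation above the mean activation of all test compounds in the run plus 3 SD, cut at about 38% in these data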
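Assay system: CHO-derived RD-HGA16 cells with stable Gα16 and human TAAR1; timing: 17-24 h seeding, 75 min 37 °C dye, 30 min RT; read-out: % activation from peak over basal fluorescence ratio, DMSO-to-PEA scaled; measured by: kinetic Fluo-8 calcium fluorescence; benchmarks: low control DMSO, high control PEA (EC100); doses: 3 µM single concentration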
CHO-K1 Ca ag: counter-screen for M1 agonists: effect in parental CHO-K1 cells | 360,000 compounds, 0.48% hits | Fluo-8 calcium fluorescence; scaled to maximal ATP response, vehicle zero | activation, % at 3 µM; in the data active = activation above about 15%;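 note: untransfected CHO-K1 host cells lacking M1 receptor as counterscreen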
OXTR potentiator: potentiates the human oxytocin receptor response | P30559 | CHO-OTR cells, Fluo-8 calcium fluorescence, potentiator mode; 0% = oxytocin EC15, 100% = EC100 | activation, % at 3 µM | 320,000 compounds, 0.061% hits;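 active = activation above that plate's cutoff, the mean activation of tested compounds plus 3 SD, cut at about 6.6% in these data, passing the limit was not always enough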;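 note: 100% uses oxytocin at 75 nM as the full agonist control; some results filed as inactive read as strong as hits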
Target sequence (P30559 whole entry, looked up): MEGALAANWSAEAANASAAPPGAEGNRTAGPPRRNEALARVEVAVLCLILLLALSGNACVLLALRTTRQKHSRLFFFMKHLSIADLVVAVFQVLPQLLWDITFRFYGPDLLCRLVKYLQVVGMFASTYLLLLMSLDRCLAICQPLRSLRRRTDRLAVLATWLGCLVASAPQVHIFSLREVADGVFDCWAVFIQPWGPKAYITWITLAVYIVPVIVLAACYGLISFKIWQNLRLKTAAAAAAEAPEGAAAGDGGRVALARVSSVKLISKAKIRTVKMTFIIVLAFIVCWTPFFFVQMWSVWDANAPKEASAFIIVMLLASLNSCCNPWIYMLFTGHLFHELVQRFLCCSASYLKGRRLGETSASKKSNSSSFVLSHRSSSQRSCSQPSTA
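Assay system: CHO cell line stably expressing human OTR. Reagent: EC15 oxytocin agonist. Dosing: single dose, 3.0 µM nominal final compound concentration. Timing: compound 6 min at room temperature before oxytocin, 100 s read. Signal: kinetic Fluo-8 calcium fluorescence. Controls: oxytocin EC15 low and EC100 high.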
M1 ag: activates human CHRM1 receptor. P11229. CHO-K1 hM1, Fluo-8 calcium fluorescence, agonist mode; 0% DMSO, 100% acetylcholine EC100. activation, % at 3 µM. 360,000 compounds, 0.33% hits;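 active = activation above the run's mean compound activation plus 3 SD, cut at about 16% in these data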;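 note: peak over basal fluorescence ratio within a 140 s kinetic read after compound addition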
Target sequence (P11229 whole entry, looked up): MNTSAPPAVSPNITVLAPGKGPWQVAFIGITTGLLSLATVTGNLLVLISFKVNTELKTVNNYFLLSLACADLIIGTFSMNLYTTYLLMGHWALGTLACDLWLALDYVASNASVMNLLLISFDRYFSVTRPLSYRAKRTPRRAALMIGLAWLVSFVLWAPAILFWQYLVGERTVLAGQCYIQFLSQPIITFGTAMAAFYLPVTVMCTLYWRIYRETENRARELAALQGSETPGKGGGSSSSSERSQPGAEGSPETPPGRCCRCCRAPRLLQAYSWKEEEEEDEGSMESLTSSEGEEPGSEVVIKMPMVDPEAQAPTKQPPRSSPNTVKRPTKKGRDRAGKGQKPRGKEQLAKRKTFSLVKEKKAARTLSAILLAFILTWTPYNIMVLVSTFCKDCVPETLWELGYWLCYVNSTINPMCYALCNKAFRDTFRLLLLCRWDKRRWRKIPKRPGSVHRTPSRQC
M1 antag: blocks human M1 muscarinic receptor; CHO-K1 hM1, Fluo-8 calcium fluorescence, ACh EC80 antagonist; inhibition, % at 3 µM; P11229; 360,000 compounds, 1.3% hits; AID 588852;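 active = percent inhibition above its own plate's cutoff, namely the mean of that plate's compound wells plus 3 SD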;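 note: peak over basal fluorescence ratio during 140 s after agonist addition; 0% = ACh EC80 plus DMSO and 100% = DMSO alone without agonist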
TAAR1 antag: human TAAR1 antagonism | AID 624466 | inhibition, % at 3 µM | CHO RD-HGA16 TAAR1, Fluo-8 calcium fluorescence, antagonist | 360,000 compounds, 1.5% hits | Q96RJ0;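 active = inhibition above a per-plate cutoff, the mean inhibition of test compounds on that plate plus 3 SD, cut at about 49% in these data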;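 note: 0% = DMSO plus EC80 beta-PEA response and 100% = DMSO alone without agonist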
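System: CHO RD-HGA16 cells bearing hTAAR1. Reagent: EC80 β-phenethylamine stimulus. Schedule: seeding 17-24 h prior, 75-min 37 °C, 30-min RT dye loading. Signal: Fluo-8 intracellular calcium dye fluorescence, real-time kinetic reads. Read-out: % inhibition from peak post-agonist over basal fluorescence ratio. Benchmarks: vehicle wells and EC80 agonist wells. Replicates: n of 1.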
* hit, by the source's call; · = not tested or not shown.

SMILES	CHO parental Ca	CHO-K1 Ca antag	M1 PAM parental	TAAR1 agonist	CHO-K1 Ca ag	OXTR potentiator	M1 ag	M1 antag	TAAR1 antag
CN(CC(=O)OCC(=O)c1c(N)n(C)c(=O)n(C)c1=O)S(=O)(=O)c1ccc(Cl)cc1	-11	1	14	5	3.3	-2	-8	-6	10
COc1cccc(/C=C/C(=O)OCC(=O)NC2CCCCCC2)c1	·	-9	9	-2	0.6	·	-5	-15	-27
Cc1nnc(SCC(=O)Nc2nnc(SCc3cccc(Br)c3)s2)s1	9	-11	18	8	0.8	-1	-4	2	3
O=C(CNc1cccc([N+](=O)[O-])c1)NCCCc1ccccc1	14	-4	4	1	3.0	-12	-3	4	10
CCC(C)(C)NC(=O)CN(C(=O)CCC(=O)Nc1ccccn1)c1ccc(F)c(Cl)c1	-17	-9	16	18	0.6	-14	-1	-6	-10
CCOc1cc(CNC(=O)CN2C(=O)c3ccccc3S2(=O)=O)ccc1OC	-18	-6	13	5	0.3	-8	-1	-8	-3
N#CC(/C(=N/S(=O)(=O)c1cccs1)c1ccccc1)c1nc2ccccc2[nH]1 (stereo not drawn)	-12	-34	10	15	14	-4	4	4	30
Cc1nc(-c2ccc(S(=O)(=O)N3CCOCC3)cc2)cs1	-9	-18	11	0	2.7	-6	2	-12	6
COc1ccc(C(C)=O)cc1COC(=O)c1ccc2ccccc2n1	-25	15	-15	5	0.2	-5	-4	11	3
O=C(c1c(F)cccc1F)N1CCN(CCOc2ccccc2)CC1	-12	-3	-8	11	1.4	2	-1	-6	-6
CC1CCN(C(=S)NCCc2ccccc2)CC1	-15	5	-9	11	-0.3	-7	-5	6	-5
COc1ccc(/C(N)=N/OC(=O)c2cccs2)cc1OC	-10	-6	5	0	1.0	-5	-6	-10	0
CCCOC(=O)C1NC(=O)N2C(C(=O)OCCC)C(C)(C)S[C@H]12 (stereo partly drawn)	-13	-12	0	8	0.6	6	-2	0	4
CN1C(=O)C2(CCCCC2)C1c1ccccc1 (stereo not drawn)	2	-1	-3	-1	0.1	·	2	-5	-9
CCOC(=O)c1cc2c(n(-c3ccc(Cl)cc3)c1=O)CCCC2=O	10	-4	4	0	0.3	-11	-1	9	-3
Oc1ccc(C2C=C(c3ccc(F)cc3)Nc3ncnn32)cc1 (stereo not drawn)	·	-19	7	2	0.7	·	-2	-14	-4
Cc1ccc(C(=O)Nc2ccccc2C(=O)N2CCOCC2)cc1[N+](=O)[O-]	-5	-5	21	6	0.8	1	-8	-1	8
CCCC(NC(=O)CCc1c(C)c2cc3c4c(oc3c(C)c2oc1=O)CCCC4)C(=O)O (stereo not drawn)	·	-9	0	-3	-0.5	·	-5	-23	-15
CCOc1ccccc1NC1=C(Cl)C(=O)N(c2ccc(OC)cc2)C1=O	-10	5	-5	-2	0.5	-3	-6	-1	-18
CN(CC(=O)NCCc1ccccc1)CC(=O)Nc1cccc(F)c1	-20	-10	1	6	0.0	-10	-1	-4	3
COC(=O)c1ccc(C2C(C(=O)c3ccc(C)o3)=C(O)C(=O)N2c2cc(C)on2)cc1 (stereo not drawn)	-16	2	-19	11	-0.4	0	-2	-6	-19
COc1ccc(C(=O)COC(=O)/C=C/c2ccccc2)cc1	-2	14	-19	-2	0.1	-2	-2	18	-13
COc1ccc(S(=O)(=O)Nc2ccccc2C(=O)NCc2cccnc2)cc1C	-7	-9	3	2	1.0	-9	-6	-3	-15
Cc1cccc(N2C(=O)CS/C2=N\NC(=O)c2ccc(Br)cc2)c1C	-5	-8	-8	3	0.0	4	-4	0	-1
CCOC(=O)C1CCN(CCC(=O)Nc2ccc(Br)c(C)c2)CC1	·	-10	19	8	3.5	·	-6	-12	1
O=C(CN1CCCCC1)Nc1ccc(C(F)(F)F)cc1Cl	-6	-6	16	8	0.9	-18	-2	-21	-15
CCOC(=O)C1=C(c2ccccc2)NC(=S)NC1c1cccc([N+](=O)[O-])c1 (stereo not drawn)	-6	-5	20	0	-0.5	0	-10	-9	9
CN(C)S(=O)(=O)N1CCC(Oc2ccc(C(=O)N3C[C@H]4CC[C@H]3C4)cc2)CC1	-9	-11	1	4	8.8	-10	2	5	-8
CCN(CC)S(=O)(=O)c1ccc(Cl)c(NC(=O)COC(=O)c2ccc([N+](=O)[O-])o2)c1	-20	-20	17	1	4.7	-2	-1	-28	-37
Cc1ccc(C(=O)N2CCC(N3CCC(C(=O)N4CCOCC4)CC3)CC2)cc1	·	-6	4	-1	0.0	·	-5	-14	0
Cc1ccc(OCC(=O)N2CCN(C(=O)c3cccs3)CC2)cc1	9	-9	25	9	1.4	-11	-5	3	1
CCOc1ccccc1CN1CCN(Cc2ccon2)CC1CCO (stereo not drawn)	1	-13	15	0	0.7	1	-5	-7	-1
O=C(O)c1ccc(O)c(N2C(=O)Nc3ccccc3N2O)c1	-7	3	-2	2	-0.2	0	-5	2	-9
Cc1cc(C)cc(N(CC(=O)O)S(=O)(=O)c2c(C)noc2C)c1	-6	-6	15	-1	0.4	0	-4	5	-14
COc1nc(N)nc(NC23CC4CC(CC(C4)C2)C3)n1	-7	-14	-2	12	-0.1	-1	2	-3	8
CC(C)C(=O)NCCc1c[nH]c2ccccc12	-1	0	-2	1	0.9	-3	0	-2	4

Molecules listed so far with a thiophene ring, fused or not, in the order listed:
SMILES	CHO parental Ca	CHO-K1 Ca antag	M1 PAM parental	TAAR1 agonist	CHO-K1 Ca ag	OXTR potentiator	M1 ag	M1 antag	TAAR1 antag
N#CC(/C(=N/S(=O)(=O)c1cccs1)c1ccccc1)c1nc2ccccc2[nH]1 (stereo not drawn)	-12	-34	10	15	14	-4	4	4	30
COc1ccc(/C(N)=N/OC(=O)c2cccs2)cc1OC	-10	-6	5	0	1.0	-5	-6	-10	0
Cc1ccc(OCC(=O)N2CCN(C(=O)c3cccs3)CC2)cc1	9	-9	25	9	1.4	-11	-5	3	1

More results follow.
SMILES	CHO parental Ca	CHO-K1 Ca antag	M1 PAM parental	TAAR1 agonist	CHO-K1 Ca ag	OXTR potentiator	M1 ag	M1 antag	TAAR1 antag
CCCc1nc2ccc(NC(C)=O)cc2c(=O)n1Cc1cccc(Cl)c1	-12	-3	20	5	0.8	1	-2	-16	-18
CN(C)CC(C)(C)CNC(=S)Nc1ccc(S(=O)(=O)N2CCOCC2)cc1	-3	-6	20	0	0.9	0	-8	0	6
OC(CNC1CCCc2ccccc21)COc1ccc2ccccc2c1 (stereo not drawn)	1	-6	27	69*	7.0	-16	-1	6	15
CCCCC(=O)Nc1cccc(NC(=O)c2ccc(Br)o2)c1	-7	-8	1	5	0.8	-5	-1	8	19
CCOc1ccc(-c2nnc3sc(-c4ccccc4OC)nn23)cc1	·	0	1	6	-0.2	·	-2	2	-2
Cc1cc(C(=O)N(C)CC(=O)Nc2ccccc2C(F)(F)F)c(C)o1	-10	-9	16	7	0.5	-10	-3	8	-3
O=C(Cn1c(C(=O)NCCCN2CCOCC2)cc2sccc21)c1ccccc1	-4	-12	0	13	1.0	2	-14	12	34
O=C(CCC(=O)N1CCOc2ccccc21)Nc1ccccc1Cl	-22	-1	6	0	0.4	-7	-5	-6	4
CC(=O)Nc1cccc(-c2cc(NC=O)c3ncc(-c4ccc(F)c(Cl)c4)n3c2)c1	·	1	13	7	3.7	·	-1	1	39
COCC(C)NCC(=O)NC(C)CCc1ccccc1 (stereo not drawn)	-2	5	5	2	-0.4	-2	-8	-3	-12
CCOC(=O)c1c(NC(=O)c2ccccc2C(=O)O)sc2c1CCC2	-11	-3	12	2	0.5	-4	-4	-8	-6
CCC(C(=O)O/N=C(\N)c1ccc(C)cc1)c1ccccc1 (stereo not drawn)	-15	2	-3	10	0.3	-5	-1	-15	-31
CC(C)C(=O)NC(C)C(c1cccs1)N1CCN(C)CC1 (stereo not drawn)	-11	-5	21	3	0.2	4	-7	-6	-6
Cc1ccccc1-n1c(C)nnc1SCC(=O)N(C)C1CCS(=O)(=O)C1 (stereo not drawn)	-7	0	14	0	0.4	-7	-5	7	2
CC1CCCC(NC(=O)Cn2cc(Br)ccc2=O)C1C (stereo not drawn)	-6	-6	7	0	-0.1	2	-5	18	-12
N#Cc1c(N)nc(SCC(=O)OCc2ccccc2)c(C#N)c1-c1ccco1	6	-3	14	3	3.0	-10	-5	0	44
O=C1C2=C(CCCC2)C(=O)N1c1cccc(OCCBr)c1	-23	-15	23	8	0.9	-6	-7	-14	16
COc1ccc(OC)c(/C=N/NC(=O)CNC(=O)c2ccc(S(=O)(=O)N3CCOCC3)cc2)c1	-8	1	13	1	4.1	-6	-3	-2	11
COC(=O)[C@]12CCCCC=C1N(CCC1=CCCCC1)C(=O)[C@H](CC(=O)N1CCN(C(=O)C3CC3)CC1)C2	·	-11	-8	4	4.0	·	·	·	-4

Given as labelled records: four of the compounds above.
N#Cc1c(N)nc(SCC(=O)OCc2ccccc2)c(C#N)c1-c1ccco1
  CHO parental Ca: 6; CHO-K1 Ca antag: -3; M1 PAM parental: 14; TAAR1 agonist: 3; CHO-K1 Ca ag: 3.0; OXTR potentiator: -10; M1 ag: -5; M1 antag: 0; TAAR1 antag: 44
CC1CCCC(NC(=O)Cn2cc(Br)ccc2=O)C1C (stereo not drawn)
  CHO parental Ca: -6; CHO-K1 Ca antag: -6; M1 PAM parental: 7; TAAR1 agonist: 0; CHO-K1 Ca ag: -0.1; OXTR potentiator: 2; M1 ag: -5; M1 antag: 18; TAAR1 antag: -12
CC(C)C(=O)NC(C)C(c1cccs1)N1CCN(C)CC1 (stereo not drawn)
  CHO parental Ca: -11; CHO-K1 Ca antag: -5; M1 PAM parental: 21; TAAR1 agonist: 3; CHO-K1 Ca ag: 0.2; OXTR potentiator: 4; M1 ag: -7; M1 antag: -6; TAAR1 antag: -6
O=C1C2=C(CCCC2)C(=O)N1c1cccc(OCCBr)c1
  CHO parental Ca: -23; CHO-K1 Ca antag: -15; M1 PAM parental: 23; TAAR1 agonist: 8; CHO-K1 Ca ag: 0.9; OXTR potentiator: -6; M1 ag: -7; M1 antag: -14; TAAR1 antag: 16
